LEDGF integ inh – blocks HIV-1 LEDGF/p75-dependent DNA integration; TR-FRET IN-LEDGF/p75 DNA integration, Eu/Cy5; inhibition, % at 3.7 µM; 0.64% of 370,000 active; AID 743269;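 active = inhibition above the screen-wide mean plus 3 SD, cut at about 13% in these data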;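 note: signal is the Cy5 over europium emission ratio at 671 and 618 nm; 0% = plate median of compound wells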
PG9 Ab binder – binds the HIV-1 gp120 antibody PG9; TR-FRET gp120-PG9 antibody binding; inhibition, % at 6.7 µM; 0.43% of 360,000 active; AID 624416; in the data active = inhibition above about 8.5%
UHRF1 binding – blocks human UHRF1 binding to methylated DNA; Q96T88; UHRF1 binding to methylated oligo, TR-FRET; inhibition, % at 4.4 µM; 0.75% of 370,000 active; AID 687016; in the data active = inhibition above about 21%;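 note: UHRF1 SRA domain binding a hemimethylated CpG hairpin DNA probe; 0% = median of test compound wells and 100% = reference inhibitor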
mABHD4 FP – inhibits mouse alpha/beta hydrolase domain 4 | 0.54% of 370,000 active | AID 720543 | inhibition, % at 8.92 µM | purified mABHD4, FP-Rh probe fluorescence polarization;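 active = inhibition exceeding the mean over every tested compound plus 3 SD, cut at about 30% in these data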;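 note: 0% = plate median of compound wells and 100% = S159A mutant with DMSO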
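Assay system: mABHD4 protein; medium: HEPES pH 7.0, NaCl, Pluronic buffer; dosing: 8.92 µM, single dose; schedule: 45 min + 60 min at 25 °C; signal: FP readout, ex 525 nm / em 598 nm; read-out: normalized percent inhibition of probe labeling; repeats: single replicate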
TCR CD3 inh – inhibitors of human TCR-CD3 interaction. TAMRA-labeled TCR probe fluorescence, biochemical. inhibition, % at 9.4 µM. 0.37% of 360,000 active; in the data active = inhibition above about 19%;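 note: recombinant mutant TCR 2C K166C tagged with TAMRA read by polarization; 0% = receptor in buffer alone and 100% = receptor with positive control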
rCAG RNA binder – binds r(CAG) RNA repeats. AID 651821. r(CAG) RNA repeat, TO-PRO-1 dye displacement fluorescence. 1.3% of 370,000 active. inhibition, % at 3 µM;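 active = inhibition above the plate cutoff, the mean of all test compounds on that plate plus 3 SD, cut at about 35% in these data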;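 note: 0% = DMSO alone and 100% = 100 µM mitoxantrone as full dye displacement; higher means more dye released from RNA so lower well fluorescence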
PRMT1 FP inh – PRMT1 (human) inhibition, primary screen; 1.3% of 370,000 active; inhibition, % at 2.79 µM; recombinant PRMT1, activity-based probe fluorescence polarization;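 active = inhibition above about 21% made by adding two undisclosed values, limit read from the data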
Target sequence (Q99873 whole entry, looked up): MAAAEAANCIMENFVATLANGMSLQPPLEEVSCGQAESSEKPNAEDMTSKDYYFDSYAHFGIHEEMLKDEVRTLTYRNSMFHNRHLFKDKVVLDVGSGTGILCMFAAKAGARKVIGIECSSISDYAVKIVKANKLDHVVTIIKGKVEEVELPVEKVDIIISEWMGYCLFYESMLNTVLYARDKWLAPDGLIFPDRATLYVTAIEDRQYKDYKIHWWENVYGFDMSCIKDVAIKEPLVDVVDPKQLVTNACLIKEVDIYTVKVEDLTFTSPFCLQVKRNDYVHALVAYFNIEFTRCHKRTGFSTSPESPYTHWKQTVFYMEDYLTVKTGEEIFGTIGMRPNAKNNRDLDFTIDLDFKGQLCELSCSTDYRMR
MBD2 inh – MBD2-methylated oligo binding inhibition; AID 686964; inhibition, % at 4.4 µM; 0.31% of 370,000 active; TR-FRET, MBD2 binding to methylated oligonucleotide; in the data active = inhibition above about 13%
Rev-erbA mod – Rev-erb alpha (human) modulation. Rev-erbα–FITC-DNA binding, fluorescence polarization, 90 min. activity, % at 10 µM. 0.79% of 370,000 active. AID 1259318;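 active = activity above about 14%, limit read from the data; passing the limit was not always enough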;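 note: 0% = DMSO wells with 35 nM protein and 100% = DMSO wells with 750 nM protein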
Target sequence (P20393 whole entry, looked up): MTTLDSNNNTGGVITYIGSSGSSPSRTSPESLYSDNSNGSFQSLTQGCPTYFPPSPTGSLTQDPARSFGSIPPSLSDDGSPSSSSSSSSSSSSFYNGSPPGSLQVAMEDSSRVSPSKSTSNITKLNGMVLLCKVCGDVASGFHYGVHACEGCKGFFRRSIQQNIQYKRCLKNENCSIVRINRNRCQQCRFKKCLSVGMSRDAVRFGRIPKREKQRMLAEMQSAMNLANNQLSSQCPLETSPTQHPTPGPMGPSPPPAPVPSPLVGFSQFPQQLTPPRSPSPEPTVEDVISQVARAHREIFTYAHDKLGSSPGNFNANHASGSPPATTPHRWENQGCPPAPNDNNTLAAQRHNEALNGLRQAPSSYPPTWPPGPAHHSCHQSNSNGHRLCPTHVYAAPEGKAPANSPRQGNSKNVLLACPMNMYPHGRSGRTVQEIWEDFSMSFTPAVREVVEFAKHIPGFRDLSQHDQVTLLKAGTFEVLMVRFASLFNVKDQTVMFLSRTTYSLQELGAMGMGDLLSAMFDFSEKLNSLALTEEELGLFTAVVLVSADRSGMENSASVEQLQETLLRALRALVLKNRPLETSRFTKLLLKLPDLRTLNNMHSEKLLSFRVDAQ
HTRA1 inh – HTRA1 (human) protease inhibition | recombinant HTRA1, FP-rhodamine activity-based probe, fluorescence polarization | inhibition, % at 5.96 µM | 0.5% of 340,000 active | AID 504803; in the data active = inhibition above about 36%;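 note: 0% = enzyme with DMSO and 100% = wells lacking enzyme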
* = called active by the depositor; x = not tested or not shown. These rows are one share of the data; count on the stated rates, not on these rows.

Order of values: LEDGF integ inh	PG9 Ab binder	UHRF1 binding	mABHD4 FP	TCR CD3 inh	rCAG RNA binder	PRMT1 FP inh	MBD2 inh	Rev-erbA mod	HTRA1 inh
O=C1CCC2S/C(=C/Nc3ccc(C(F)(F)F)cc3)C(=O)N12 (stereo unspecified)
    -2	-3.6	-4	-1	10	0	7	2	0	-4
CCCCn1c2c(c(=O)n(C)c1=O)C(CC(=O)OCC(=O)Nc1cccc(C(F)(F)F)c1)C(=O)N2 (stereo unspecified)
    -2	-1.9	0	-9	1	26	2	-4	3	-8
Cc1nn(-c2ccccc2)c2c1C(c1ccc(F)cc1F)C(C#N)=C(N)O2 (stereo unspecified)
    9	-4.1	4	9	1	6	-1	-3	3	6
CCOc1ccc(OCC)c(-c2c(=O)n(OCc3ccccc3C(=O)OC)c3ccccc3[n+]2[O-])c1
    -1	2.3	-5	-3	6	3	-2	2	-4	-14
CC12C(=O)N(CCC(=O)O)C(=O)C1C1C=CC2C1 (stereo unspecified)
    1	0.5	-1	-1	9	1	-3	0	4	2
O=C(CSc1nc2ccccc2o1)c1cc2ccccc2oc1=O
    0	-2.0	-7	19	-3	34	10	-5	-4	-4
CS(=O)(=O)N(CC(=O)N1CCCC1)c1ccccc1Br
    -1	-1.9	3	3	-1	4	-3	0	1	5
CCCCN1C[C@H](c2ccc(OC)cc2)[C@@H](CC(=O)Nc2ccc(Br)cc2)C1=O
    -3	-0.3	1	-15	0	5	-4	2	2	-24
CNC(=O)COC(=O)/C=C/c1cn(-c2ccccc2)nc1-c1ccc2c(c1)OCCO2
    3	-1.0	1	4	1	-2	-10	6	-3	0
O=C(CSc1nccn1Cc1ccc(F)cc1)NC1CCCCC1
    3	0.7	4	-5	-1	-1	0	1	1	-1
CCCn1c(C(C)NS(=O)(=O)c2ccccc2)n[nH]c1=S (stereo unspecified)
    -2	1.7	1	0	-2	-1	3	1	5	-8
CCN1CCN(C(c2cccc(OC)c2OC)c2nnnn2Cc2ccco2)CC1 (stereo unspecified)
    -3	0.2	1	-2	2	-2	3	-5	4	5
C/C(=N/NC(=O)c1ccc(Br)o1)c1cccc(NC(=O)c2ccc(C)o2)c1
    0	-1.1	-6	-12	8	0	-5	-4	-2	-12
CC(C)Cn1c(N)c(C(=O)COC(=O)c2cnc(Cl)c(Cl)c2)c(=O)n(C)c1=O
    -2	-2.7	1	-2	4	-1	-4	-6	-2	-7
O=C(Cc1ccc(S(=O)(=O)N2CCCC2)s1)N1CCOCC1
    0	-1.4	-1	3	8	4	1	-3	-5	-2
Cc1nc2ccccn2c1-c1csc(Nc2ccc(C(=O)O)cc2)n1
    3	-4.4	2	-6	-5	3	-3	-2	-7	0
C=CCn1c(COc2cc(C)ccc2C(C)C)nnc1SCC(=O)c1c(N)n(C)c(=O)n(C)c1=O
    2	-0.1	-4	0	-3	2	-4	-1	18	-5
CCCNC(=O)N1CCN(S(=O)(=O)c2ccc3c(c2)OCCO3)CC1
    -2	-1.2	0	-5	-2	2	-1	0	2	8
COc1ccc(OC)c(NC(=O)COC(=O)COc2ccc(Nc3ccccc3)cc2)c1
    0	-1.8	-2	12	3	17	1	3	0	32
COc1ccccc1NC(=S)N1CCN(C/C=C/c2ccccc2)CC1
    4	-0.9	0	3	7	-6	-4	0	-1	3
COc1ccccc1-c1ccc2c(c1)C(C)(Cc1ccc(OC(F)(F)F)cc1)C(=O)N2 (stereo unspecified)
    -2	-0.2	-1	-18	3	0	-2	-7	6	x
CC1CCCCN1C(=O)CSc1nc(C2CC2)nc2c1cnn2-c1ccccc1 (stereo unspecified)
    0	-1.7	-1	-3	4	-1	4	4	6	-9
Cc1ccccc1NC(=O)N1CCN(S(=O)(=O)c2ccccc2)CC1
    5	-0.7	0	0	-1	-1	-1	-6	7	4
CCOc1ccccc1NS(=O)(=O)c1c(C)noc1C
    -5	-2.3	-2	2	0	-3	-3	-3	-2	1
C#CCn1c(-c2cccs2)nc2ccccc21
    -2	1.5	0	-2	-8	-1	7	3	-5	-13
Cc1ccc(CNC(=O)Cn2cnc(S(=O)(=O)N3CCCCC3)c2)o1
    3	-0.6	4	-9	-11	0	-1	1	0	4
Cc1ccc(S(=O)(=O)N2CCC(C(=O)OC(C)C(=O)NC3CCCCC3C)CC2)cc1C (stereo unspecified)
    3	-0.6	17	-2	-3	-3	-1	2	0	-7
CCOc1c(Br)cc(CNc2ccc3c(c2)OCCO3)cc1OC
    1	-0.9	0	2	1	6	2	-2	-2	8
O=C(NC(Cc1ccccc1)C(=O)O)C1CCCCC1 (stereo unspecified)
    0	-0.7	4	-2	2	3	4	1	-4	-9
C[C@H](CO)N1C[C@H](C)[C@H](CN(C)C(=O)Nc2cccc3ccccc23)Oc2ncc(Br)cc2C1=O
    -2	0.6	-2	6	2	1	4	6	7	x

Four compounds from above, limited to PRMT1 FP inh and UHRF1 binding.
Compound	PRMT1 FP inh	UHRF1 binding
COc1ccc(OC)c(NC(=O)COC(=O)COc2ccc(Nc3ccccc3)cc2)c1	1	-2
Cc1ccccc1NC(=O)N1CCN(S(=O)(=O)c2ccccc2)CC1	-1	0
O=C(CSc1nc2ccccc2o1)c1cc2ccccc2oc1=O	10	-7
O=C1CCC2S/C(=C/Nc3ccc(C(F)(F)F)cc3)C(=O)N12 (stereo unspecified)	7	-4

(more compounds)
Order of values: LEDGF integ inh	PG9 Ab binder	UHRF1 binding	mABHD4 FP	TCR CD3 inh	rCAG RNA binder	PRMT1 FP inh	MBD2 inh	Rev-erbA mod	HTRA1 inh
CC(C)Cc1c(O)nc(SCC(=O)Nc2ccc3c(c2)CCC3)[nH]c1=O
    -3	-1.1	3	7	-7	8	4	4	0	1
COc1cccc(-c2nn(-c3ccc(C)cc3)cc2C(=O)N(C)CC(=O)Nc2cccc(F)c2)c1
    -1	-2.3	1	-18	8	9	2	5	7	-90
COc1ccc(CCN2C(=O)CC(N3CCOCC3)C2=O)cc1OC (stereo unspecified)
    0	1.2	-3	-4	3	-6	-3	4	0	-1
O=C(NN=Cc1ccc(F)cc1)c1ccccc1NS(=O)(=O)c1cccs1
    1	1.3	-1	0	0	26	0	2	0	4
O=C(Oc1ccc(NC(=O)c2cc3c(cc2Br)OCO3)cc1)c1ccccc1
    -6	-1.5	3	-7	-6	10	2	4	4	0
O=c1c2ccccc2nc2n1CCO2
    -1	-1.6	3	3	8	-3	-6	6	3	1
O=C(CSc1nc2c(sc3ccccc32)c(=O)n1CCCN1CCOCC1)NCC1CCCO1 (stereo unspecified)
    -1	-0.3	3	-1	-8	-5	-5	-2	-1	1
O=C(CSc1nncn1-c1ccccc1)Nc1ccccc1
    -2	0.5	0	3	12	1	4	-2	-2	1
COc1ccc(C2CC(C(F)(F)F)n3ncc(C(=O)Nc4cccc(O)c4)c3N2)cc1OC (stereo unspecified)
    -1	0.1	-3	7	0	0	0	-2	5	-23
CCOC(=O)c1cccc(NS(=O)(=O)Cc2ccccc2)c1
    0	-1.3	-1	-2	8	-2	-2	0	-1	3

A second format for four compounds above.
O=C(Oc1ccc(NC(=O)c2cc3c(cc2Br)OCO3)cc1)c1ccccc1
  LEDGF integ inh = -6; PG9 Ab binder = -1.5; UHRF1 binding = 3; mABHD4 FP = -7; TCR CD3 inh = -6; rCAG RNA binder = 10; PRMT1 FP inh = 2; MBD2 inh = 4; Rev-erbA mod = 4; HTRA1 inh = 0

CC(C)Cc1c(O)nc(SCC(=O)Nc2ccc3c(c2)CCC3)[nH]c1=O
  LEDGF integ inh = -3; PG9 Ab binder = -1.1; UHRF1 binding = 3; mABHD4 FP = 7; TCR CD3 inh = -7; rCAG RNA binder = 8; PRMT1 FP inh = 4; MBD2 inh = 4; Rev-erbA mod = 0; HTRA1 inh = 1

O=C(CSc1nncn1-c1ccccc1)Nc1ccccc1
  LEDGF integ inh = -2; PG9 Ab binder = 0.5; UHRF1 binding = 0; mABHD4 FP = 3; TCR CD3 inh = 12; rCAG RNA binder = 1; PRMT1 FP inh = 4; MBD2 inh = -2; Rev-erbA mod = -2; HTRA1 inh = 1

O=c1c2ccccc2nc2n1CCO2
  LEDGF integ inh = -1; PG9 Ab binder = -1.6; UHRF1 binding = 3; mABHD4 FP = 3; TCR CD3 inh = 8; rCAG RNA binder = -3; PRMT1 FP inh = -6; MBD2 inh = 6; Rev-erbA mod = 3; HTRA1 inh = 1

The results go on:
Order of values: LEDGF integ inh	PG9 Ab binder	UHRF1 binding	mABHD4 FP	TCR CD3 inh	rCAG RNA binder	PRMT1 FP inh	MBD2 inh	Rev-erbA mod	HTRA1 inh
CCCNC(=O)Nc1ccccc1SC
    -3	-3.0	-1	0	4	1	1	-1	1	3
O=C1c2ccccc2S(=O)(=O)c2cc(C(=O)N(c3ccccn3)c3ccccn3)ccc21
    1	-1.6	-2	-1	-3	2	0	-2	0	-1
COc1cc(NC(=O)c2ccc(CNc3c(N4CCOCC4)c(=O)c3=O)cc2)cc(OC)c1
    1	-0.1	2	-2	-1	4	2	-2	-6	-6
Cc1cc(C)n(-c2nc3ccccc3[nH]c2=O)n1
    4	1.4	-2	3	2	-2	-1	4	1	1
COc1ccc(C(=O)NCc2nnc(SCC(=O)c3ccccc3)n2C)cc1
    -1	1.2	-1	4	0	-1	-1	-4	5	0
O=C(NCc1cccs1)C(=O)NCC1OCCCN1S(=O)(=O)c1ccc(F)cc1 (stereo unspecified)
    1	0.3	-3	10	1	3	2	2	6	5
COC(=O)c1cc(=O)n(Cc2ccc(F)cc2)c(=Nc2ccccc2)s1
    -8	0.3	0	-4	-5	0	1	-1	0	-8
NS(=O)(=O)c1ccc(N/N=C/c2ccc(O)c(O)c2O)c([N+](=O)[O-])c1
    72*	-2.2	8	60*	59*	55*	46*	-6	0	78*
Cc1cc(NC(=O)CSc2nnc(-c3ccccc3Cl)o2)no1
    -1	-1.2	-4	-4	-5	1	-4	-3	5	-7
O=C(O)CCN1C(=O)/C(=C/c2ccc(-c3nc4ccccc4s3)o2)SC1=S
    17*	1.2	15	27	9	55*	69*	4	5	8
Oc1ccc(Cl)cc1-c1cc(-c2cccc(Br)c2)n[nH]1
    1	-3.5	-1	-48	1	27	-3	0	5	-23
O=C1N=c2ccccc2=C1c1c(O)n(-c2cccc(F)c2)[nH]c1=O
    -1	0.4	-7	19	-4	20	21*	-8	-5	3
Cc1cc(=O)oc2cc(OCC(=O)N(C)C3CCS(=O)(=O)C3)c(Cl)cc12 (stereo unspecified)
    -1	-2.0	-2	4	5	3	-3	0	-5	10
COc1ccc(C(=O)CSc2nnc(-c3cccc(Cl)c3)n2Cc2ccco2)cc1
    0	x	-1	-7	x	5	7	-3	-2	x
Nc1ncnc2c1ncn2[C@@H]1O[C@H](C(=O)NCc2ccc3c(c2)OCO3)[C@@H](O)[C@H]1O
    -5	-0.9	20	9	4	4	1	11	1	x
COc1cccc(Nc2nc(-c3ccc4c(c3)OCCO4)cs2)c1
    1	-3.0	-1	8	0	14	0	3	2	-7
CCCN(C)C[C@@H]1Oc2ncc(Br)cc2C(=O)N([C@@H](C)CO)C[C@H]1C
    6	0.5	0	-4	6	2	0	1	-4	4

Bioassay records: PubChem BioAssay, several laboratories
